Assay outcomes (PubChem)
CHOP UPR activ – activators of apoptotic CHOP UPR arm, primary screen, cell-based, CHO-CHOP luciferase reporter, luminescence, uHTS. 330,000 tested, 0.34% active. activation, % at 10 µM. UPR activation; percent of tunicamycin response over DMSO baseline;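 active = at 10 µM dose, activation of 40% or more, normalized to positive control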;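 note: 100% = tunicamycin at 10 µg/mL and 0% = DMSO alone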
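System: CHO-CHOP luciferase reporter cell line | Buffer or medium: F12 medium containing 10% fetal bovine serum | Doses: One dose, 10 µM in 0.5% DMSO | Times: 6 h compound exposure at 37 °C after overnight seeding | Signal: Luciferase luminescence | Read-out: % activation vs tunicamycin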
CCR6 antag – CCR6 receptor antagonists, primary screen, cell-based, CHO-K1, luminescence, beta-arrestin, uHTS; C-C chemokine receptor type 6 (Homo sapiens), P51684; CHO-K1 CCR6 PathHunter beta-arrestin, CCL20-stimulated; inhibition, % at 20 µM; 340,000 tested, 0.49% active;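 active = compounds whose inhibition of the agonist-driven luminescence signal at 20 µM reaches about 50%, limit read from the data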;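 note: cells stimulated with CCL20 at 14 nM final; plate controls were DMSO with CCL20 for no effect and DMSO without agonist for full effect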
APJ antag – antagonists of human apelin receptor APJ, primary screen, CHO-K1 cells, beta-arrestin complementation, luminescence. P35414. inhibition, % at 20 µM. 330,000 tested, 0.32% active. AID 2521, 2010;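 active = inhibition above about 40% at 20 µM, limit read from the data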;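 note: cells challenged with 10 nM apelin-13 agonist together with compound; plate controls were apelin-13 plus DMSO wells for no effect and DMSO wells lacking apelin-13 for full effect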
EBI2 block – EBI2 receptor antagonists, beta-arrestin recruitment, primary screen, cell-based, luminescence, 7a,25-OHC stimulation, uHTS; inhibition, % at 5 µM; G-protein coupled receptor 183 (Homo sapiens), P32249; 360,000 tested, 0.81% active; AID 651636, 2012; 7a,25-OHC stimulated; in the data active = inhibition above about 38%;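 note: enzyme fragment complementation signal reports receptor beta-arrestin coupling in cells; 0% = agonist plus DMSO wells and 100% = wells without agonist; some results beyond the cut were filed as inactive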
XBP1 UPR activ – activators of adaptive XBP1 UPR arm, primary screen, cell-based, CHO-XBP1 luciferase reporter, luminescence, uHTS; IRE1-XBP1 UPR activation; percent of tunicamycin response, DMSO as zero; activation, % at 20 µM; 330,000 tested, 0.33% active;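 active = versus positive control, 20 µM dose yields 30% or more activation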;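 note: 100% = tunicamycin at 10 µg/mL and 0% = DMSO only wells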
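Material: CHO-XBP1 cells stably carrying IRE1-XBP1-driven luciferase reporter / Amount: 1000 cells per well / Compound: 20 µM, 1% DMSO / Times: 6 h treatment, 37 °C / Detection: luciferase luminescence / Measure: % activation of reporter signal versus tunicamycin and DMSO controls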
CXCR6 block – CXCR6 receptor inhibitors, primary screen, cell-based, beta-arrestin, luminescence, CHO-K1 PathHunter, 1536-well; inhibition, % at 20 µM; C-X-C chemokine receptor type 6 (Homo sapiens), O00574; 360,000 tested, 0.36% active; in the data active = inhibition above about 34%, passing the limit was not always enough;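 note: antagonist mode with CXCL16 agonist at 10 nM final; 0% = 10 nM CXCL16 with DMSO and 100% = unstimulated wells without agonist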
tim23-1 inh – growth inhibitors of tim23-1 mutant yeast, primary screen, luminescence, uHTS | inhibition, % at 20 µM | S. cerevisiae tim23-1 growth, BacTiter-Glo luminescence, 24 h | 330,000 tested, 1.3% active;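 active = growth inhibition of the mutant yeast at or above 50%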;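 note: temperature-sensitive mutant grown at 25 °C; plate controls were DMSO-treated mutant yeast for no effect and medium wells lacking yeast for full effect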
APJ agonist – agonists of human apelin receptor APJ, primary screen, CHO-K1 cells, PathHunter beta-arrestin, luminescence | P35414 | 0% DMSO wells, 100% apelin | activation, % at 20 µM | 330,000 tested, 0.11% active;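 active = activation more than six SD over the plate average, tested at 20 µM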;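 note: 0% = DMSO alone and 100% = apelin-13 at 10 nM; some results filed as inactive read as strong as hits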
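system = engineered CHO-K1 APJ arrestin reporter cells | input = 1000 cells per well | timing = overnight seeding, 90 min compound at 25 °C, 1 h detection | measured by = enzyme-fragment complementation luminescence | read-out = beta-arrestin recruitment to APJ as agonist activity, luminescent signal | control set = negative DMSO alone, positive Apelin-13 at 10 nM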
Mdm2 MdmX PPI – inhibitors of human Mdm2-MdmX association, primary screen, cell-based, luminescence, split luciferase, SaOS-2, uHTS. Protein Mdm4 (Homo sapiens) + E3 ubiquitin-protein ligase Mdm2 (Homo sapiens), …. SaOS-2 split-luciferase Mdm2/MdmX complementation. inhibition, % at 8 µM. 330,000 tested, 3% active. AID 485346, 2010;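 active = inhibition of at least 50% at 8 µM in the primary screen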
Target sequence (O15151 whole entry, looked up): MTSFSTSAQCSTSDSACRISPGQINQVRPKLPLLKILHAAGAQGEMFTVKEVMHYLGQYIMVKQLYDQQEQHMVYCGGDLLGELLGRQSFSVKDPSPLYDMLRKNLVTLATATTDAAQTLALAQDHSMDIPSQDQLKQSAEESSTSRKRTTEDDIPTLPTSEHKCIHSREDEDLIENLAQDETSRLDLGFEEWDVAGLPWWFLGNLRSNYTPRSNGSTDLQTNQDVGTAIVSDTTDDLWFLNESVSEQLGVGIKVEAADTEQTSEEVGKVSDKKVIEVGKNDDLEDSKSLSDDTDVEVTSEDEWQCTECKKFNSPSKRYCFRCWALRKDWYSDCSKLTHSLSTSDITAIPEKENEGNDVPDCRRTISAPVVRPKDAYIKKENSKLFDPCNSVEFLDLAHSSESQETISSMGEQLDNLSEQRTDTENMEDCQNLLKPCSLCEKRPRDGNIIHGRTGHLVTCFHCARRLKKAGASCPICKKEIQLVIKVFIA
Target sequence (Q00987 whole entry, looked up): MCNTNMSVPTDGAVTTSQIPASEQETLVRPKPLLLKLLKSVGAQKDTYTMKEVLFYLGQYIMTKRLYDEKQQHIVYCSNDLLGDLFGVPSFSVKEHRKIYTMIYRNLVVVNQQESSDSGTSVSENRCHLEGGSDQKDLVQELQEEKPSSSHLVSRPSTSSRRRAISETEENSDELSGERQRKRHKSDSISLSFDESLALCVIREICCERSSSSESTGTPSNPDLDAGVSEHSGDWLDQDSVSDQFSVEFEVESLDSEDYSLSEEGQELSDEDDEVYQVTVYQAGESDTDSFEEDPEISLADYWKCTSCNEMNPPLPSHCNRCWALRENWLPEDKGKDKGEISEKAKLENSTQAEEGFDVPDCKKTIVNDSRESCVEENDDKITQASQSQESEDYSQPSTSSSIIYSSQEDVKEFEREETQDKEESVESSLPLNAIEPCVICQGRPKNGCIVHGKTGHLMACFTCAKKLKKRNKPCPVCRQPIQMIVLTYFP
Active calls of the source: *; . = no result given.

Structure	APJ agonist	Mdm2 MdmX PPI	CXCR6 block	XBP1 UPR activ	CCR6 antag	tim23-1 inh	EBI2 block	APJ antag	CHOP UPR activ
O=C(Nc1ncc(Cc2ccccc2)s1)C1CCCO1 (stereo unspecified)	-3	-103	-3	-1	-7	28	-6	-55	-1.8
C=CCOc1c(Br)cc(/C=N/NC(=O)Cc2ccc(C(F)(F)F)cc2[N+](=O)[O-])cc1OC	-2	57*	2	-2	-4	0	-1	16	4.2
Cc1cccc(C(=O)N2CCC(=O)N(C(COCc3ccc(Cl)cc3)Cc3ccccc3)CC2)c1 (stereo unspecified)	0	-1	5	-2	13	40	16	11	-0.2
C/C(CC(=O)NC(C)(C)C)=N\NC(=O)COc1ccc(C)cc1Br	-1	3	-6	-1	3	16	-5	-10	0.9
COc1ccc(-c2cn(CCN)c(-c3ccncc3)n2)cc1	-2	9	-18	-3	-1	-6	-4	4	0.2
CCn1c(=O)cc(OCC(=O)NCCc2ccc(OC)c(OC)c2)c2ccccc21	2	27	-6	1	10	21	2	-15	0.0
Fc1ccccc1CNc1cc(Cl)cc(Cl)c1	-5	10	-9	0	15	26	18	-5	1.4
O=C1CN(C(=O)COC(=O)CCC(=O)c2ccc3c(c2)OCCO3)c2ccccc2N1	3	27	2	-1	12	9	-4	-4	0.6
Cc1ccc(CCNC(=O)C2CCC(=O)N2Cc2ccc(F)cc2)cc1 (stereo unspecified)	-5	-28	-3	1	5	15	0	-1	2.7
CC/C(=N\NC(=O)c1ccc(Br)cc1)c1ccccc1	-3	11	-10	5	4	10	1	3	4.5
CCOC(=O)c1[nH]c(C)c(/C(O)=C2\C(=O)C(=O)N(CCN(C)C)C2c2ccncc2)c1C (stereo unspecified)	1	6	-3	-1	-6	2	-2	-1	0.0
O=c1c2c3c(sc2nc2n1CCCCC2)CCCCC3	-2	-86	2	8	.	26	13	19	4.5

(further entries)
Structure	APJ agonist	Mdm2 MdmX PPI	CXCR6 block	XBP1 UPR activ	CCR6 antag	tim23-1 inh	EBI2 block	APJ antag	CHOP UPR activ
COc1ccc(C(=O)NNC(=O)c2cc3ccccc3cc2O)cc1	-1	50*	-6	-5	-3	6	-1	11	-0.6
O=C(Oc1ccccc1C(=O)N1CCOCC1)c1ccc(F)cc1	-4	-34	-3	0	18	17	-3	1	-0.2
O=C(CSc1nc2ncc(Br)cc2[nH]1)c1ccc([N+](=O)[O-])cc1	3	18	3	0	27	14	-2	0	-2.5
COc1ccc(NC(=O)COC(=O)CC2CC3CCC2C3)c([N+](=O)[O-])c1 (stereo unspecified)	-2	18	-10	1	23	7	11	8	2.5
CC(C)=CCN1CCN(Cc2cc(F)ccc2-n2nc(C)cc2C)CC1CCO (stereo unspecified)	-1	-33	7	0	19	-4	13	18	-1.0
CNC(=O)/C(=C\c1ccco1)NC(=O)c1ccco1	0	-16	4	-5	0	16	-4	19	1.0
Cn1cc(-c2nnnn2-c2ccccc2)c(=O)c2ccccc21	-3	9	-6	0	5	12	0	-2	0.6
COc1ccccc1CCNC(=O)CN1C(=O)NC2(CCCC2)C1=O	7	-30	8	2	0	-22	-4	-6	2.3
CC(C)(C)NC(=O)NC(=O)COC(=O)C1(C)CC1(Cl)Cl (stereo unspecified)	0	-1	0	2	7	6	-5	17	2.3
COc1ccc(-c2nnnn2C)cc1S(=O)(=O)Nc1ccc(C)cc1C	16	-14	2	-2	12	1	0	0	1.5
Cc1nc(CNS(=O)(=O)c2ccc3c(c2)CCCC3)cs1	7	6	-4	-2	5	23	-1	8	-0.8
O=C1C2CCCCN2C(=O)N1CCCCN1CCN(c2cccc(Br)c2)CC1 (stereo unspecified)	-5	16	11	6	3	8	3	6	2.0

(more compounds)
Structure	APJ agonist	Mdm2 MdmX PPI	CXCR6 block	XBP1 UPR activ	CCR6 antag	tim23-1 inh	EBI2 block	APJ antag	CHOP UPR activ
C=CCn1c(SCC(=O)Nc2ccc(C)cc2C)nnc1-c1cccnc1	-1	12	2	-6	10	-6	-5	4	0.4
CCCCC(=O)NC(NC(=O)CCCC)c1ccc(OCC(C)C)c(OC)c1	-3	0	-1	-2	9	-3	1	-17	1.5
NC(=O)N/N=C/c1cccc(OCc2ccc(F)cc2)c1	-2	16	-8	5	5	4	9	-9	3.0
Cc1ccc(-c2nnc(SCC(=O)Nc3sc(C)c(C)c3C#N)n2C)cc1	-6	49	-1	-2	13	4	4	6	-1.1
N=c1oc2ccc([N+](=O)[O-])cc2cc1C(=O)NCc1ccccc1	-3	31	9	-4	25	59*	8	14	0.9
CCCCN1C(=O)C(=Nc2cccc3cnccc23)c2ccccc21	-6	9	23	1	57*	71*	21	5	-0.5
COc1ccc(CN2CC(C(=O)NCc3cccc(OC)c3)CC2=O)cc1 (stereo unspecified)	0	14	8	-2	-13	15	-1	5	-2.3
O=C(Nc1nc2ccccc2c(=O)s1)c1ccc(F)cc1Cl	-3	25	3	-2	10	30	-10	12	6.7
Cc1ccc(NC(=O)C(=S)NCc2ccco2)cc1	4	-78	-1	1	0	27	10	-8	1.7
O=C(NNc1nc2c(F)cc(F)cc2s1)c1ccccc1	-1	17	-13	3	-17	11	1	-11	3.1
Cc1cc(C)n2nc(C(=O)N3CCCC(Nc4ccc(F)c(F)c4)C3)cc2n1 (stereo unspecified)	-5	-2	3	3	12	10	-9	-3	1.7
CCOC(=O)N1CCN(S(=O)(=O)CCNC(=O)c2cccc(OC)c2)CC1	-3	7	8	1	10	-127	-1	3	-1.3

Quoted at random: 2 entries already listed
Structure	APJ agonist	Mdm2 MdmX PPI	CXCR6 block	XBP1 UPR activ	CCR6 antag	tim23-1 inh	EBI2 block	APJ antag	CHOP UPR activ
NC(=O)N/N=C/c1cccc(OCc2ccc(F)cc2)c1	-2	16	-8	5	5	4	9	-9	3.0
Cc1ccc(-c2nnc(SCC(=O)Nc3sc(C)c(C)c3C#N)n2C)cc1	-6	49	-1	-2	13	4	4	6	-1.1

New compounds follow
Structure	APJ agonist	Mdm2 MdmX PPI	CXCR6 block	XBP1 UPR activ	CCR6 antag	tim23-1 inh	EBI2 block	APJ antag	CHOP UPR activ
CCOC(=O)CC(=O)CSc1nccc(-c2cccnc2)n1	2	32	-3	-3	-2	1	3	15	0.4
COc1cccc(C2C3=C(N=c4s/c(=C\c5ccc(OCC(=O)O)cc5)c(=O)n42)c2ccccc2CC3)c1 (stereo unspecified)	-4	23	.	-2	25	13	.	2	-0.4
CCOc1ncccc1C(=O)NNC(=O)c1csc(N2CCOCC2)n1	0	-1	0	4	9	-2	-11	18	1.3
CN(CCNS(=O)(=O)c1ccc2c(c1)oc(=O)n2C)Cc1ccccc1	3	-28	8	-1	0	0	-9	15	1.1
Cc1cccc(NC(=S)N=Nc2c(O)n(CN3CCOCC3)c3ccccc23)c1C	-6	35	31	4	46	35	8	10	11
Cc1cc2cc(CNC(=O)NC3CCCCC3)ccc2[nH]1	-1	26	5	0	10	9	-1	-1	-1.2
CN(C(=O)COC(=O)c1ccc(F)c(S(=O)(=O)N2CCOCC2)c1)C1CCS(=O)(=O)C1 (stereo unspecified)	6	-8	-4	-1	3	3	-5	-21	-0.4
N#Cc1ccc(NC(=O)Cn2cnc(S(=O)(=O)N3CCCC3)c2)cc1	-2	-10	7	-3	11	-2	-15	5	0.8
Cc1c(Cl)ccc2sc(N3CCN(C(=O)C4=COCCO4)CC3)nc12	-2	18	0	-1	5	38	-4	-4	3.0
N#CC1=C(N)Oc2cc(O)ccc2C1c1cccs1 (stereo unspecified)	-4	25	13	0	20	20	1	-7	0.1
CC1CCN(S(=O)(=O)c2ccc(NC(=O)CCN3C(=O)c4ccccc4C3=O)cc2)CC1	-1	-4	2	-3	-7	8	9	13	2.5
COc1ccc(C(=O)NCCn2nc(C)cc2C)cc1OC1CCN(C(C)=O)CC1	3	22	-13	-1	-12	10	3	16	3.4

The list continues.
Structure	APJ agonist	Mdm2 MdmX PPI	CXCR6 block	XBP1 UPR activ	CCR6 antag	tim23-1 inh	EBI2 block	APJ antag	CHOP UPR activ
COc1ccccc1NC(=S)NC(=O)c1c(-c2ccccc2Cl)noc1C	-3	6	12	-2	36	32	6	16	2.3
Cc1ccc(C2Nc3ccc4ccccc4c3C3=C2C(=O)CC(C)(C)C3)o1 (stereo unspecified)	-2	-7	9	8	16	8	20	-1	5.3
Nc1nc2n(c1C(=O)c1ccccc1)CCC2	-2	26	-1	-3	11	3	-8	0	0.0
CCOC(=O)/C(C#N)=C1/C=Cc2ccccc2N1CC	4	3	7	3	21	10	-5	19	-0.7
CCn1cc(C(=O)NCCOC)c(=O)c2ccc(C)nc21	5	-10	-7	-2	-7	14	4	0	0.3
Cc1ccc(C(=O)COc2cc(O)c3c(=O)cc(-c4ccccc4)oc3c2)cc1	-2	62*	2	-2	13	-19	-9	-19	2.0
Cc1csc(=Nc2cccnc2)n1CC1CCCCC1	-4	-17	-7	-4	6	39	-2	2	1.6
Cc1ccc(NS(=O)(=O)c2ccc3c(c2)NC(=O)CO3)cc1C	1	12	-4	-4	-12	12	-6	3	-0.1
CCOc1cc(/C=N/NC(=O)c2ccccc2OCc2ccc(F)cc2)ccc1O	-4	19	16	3	31	18	13	-1	6.1

These rows are one share of the data; the hit share may differ from the screen's.
